# Source: PubChem BioAssay
# PREPL inhibitor = inhibitors of human prolyl oligopeptidase-like enzyme PREPL | 320,000 compounds, 0.68% hits | recombinant PREPL, fluorescence polarization activity-based probe | Q4J6C6 | inhibition, % at 5.96 µM | AID 2751; in the data active = inhibition above about 43%;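 note: 0% = enzyme with DMSO and 100% = wells lacking enzyme; many of its hits are not listed in these tables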
# PAD4 inh = inhibitors of human PAD4 | recombinant PAD4, RCA probe fluorescence polarization | inhibition, % at 6.36 µM | 330,000 compounds, 0.41% hits;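 active = percent inhibition above a cutoff equal to the mean of all tested compounds plus 3 SD, cut at about 15% in these data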;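 note: 0% = PAD4 with RCA probe and DMSO and 100% = probe without PAD4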
# GSTO1 inh = GSTO1 inhibition, counter-screen for RBBP9 inhibitors; recombinant GSTO1, activity-based probe fluorescence polarization; inhibition, % at 5.96 µM; 300,000 compounds, 1.1% hits;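 active = inhibition above the campaign mean inhibition plus 3 SD, cut at about 35% in these data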;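 note: 0% = GSTO1-1 with DMSO and 100% = wells lacking GSTO1-1 enzyme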
# Target sequence (P78417 whole entry, looked up): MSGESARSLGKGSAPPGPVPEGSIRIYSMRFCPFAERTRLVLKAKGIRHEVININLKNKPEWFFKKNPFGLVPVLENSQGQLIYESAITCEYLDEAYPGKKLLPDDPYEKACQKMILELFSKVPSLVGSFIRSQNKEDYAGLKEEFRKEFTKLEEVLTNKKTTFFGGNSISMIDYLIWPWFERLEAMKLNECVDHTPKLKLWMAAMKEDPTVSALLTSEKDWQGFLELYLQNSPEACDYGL
# PAFAH2 FP inh = PAFAH2 (human) inhibition; AID 492956; 340,000 compounds, 0.99% hits; inhibition, % at 3.39 µM; recombinant PAFAH2, FP-rhodamine activity probe, fluorescence polarization; Q99487;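 active = inhibition above the mean over all tested compounds plus 3 SD, cut at about 30% in these data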;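 note: inhibitors block probe labeling of enzyme so polarization drops; 0% = enzyme with DMSO and 100% = wells lacking PAFAH2 protein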
# PAFAH1B3 FP inh = blocks human PAF acetylhydrolase 1B catalytic subunit 3. Q15102. recombinant PAFAH1B3, FP-rhodamine probe, fluorescence polarization. inhibition, % at 3.39 µM. 340,000 compounds, 0.28% hits. AID 492972;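 active = inhibition above the screen-wide average of all tested compounds plus 3 SD, cut at about 25% in these data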;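 note: 0% = enzyme with DMSO only and 100% = wells lacking PAFAH1B3 protein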
# PAFAH1B2 inh = PAFAH1B2 (human) inhibition; recombinant PAFAH1B2, FP-rhodamine activity probe, fluorescence polarization; P68402; AID 492953; 340,000 compounds, 1.2% hits; inhibition, % at 3.39 µM;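 active = inhibition above the mean of all tested compounds plus 3 SD, cut at about 24% in these data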;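 note: 0% = enzyme with DMSO and 100% = wells lacking PAFAH1B2; many of its hits are not listed in these tables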
# LYPLA2 counter = LYPLA2 (human) inhibition in PME1 counter-screen. 320,000 compounds, 0.38% hits. AID 2177. recombinant LYPLA2, FP-Rh probe fluorescence polarization. inhibition, % at 5.9 µM;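 active = inhibition above the screen-wide mean plus 3 SD, limit set per campaign, cut at about 26% in these data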;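 note: 0% = LYPLA2 with DMSO and 100% = wells lacking LYPLA2 enzyme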
# Target sequence (O95372 whole entry, looked up): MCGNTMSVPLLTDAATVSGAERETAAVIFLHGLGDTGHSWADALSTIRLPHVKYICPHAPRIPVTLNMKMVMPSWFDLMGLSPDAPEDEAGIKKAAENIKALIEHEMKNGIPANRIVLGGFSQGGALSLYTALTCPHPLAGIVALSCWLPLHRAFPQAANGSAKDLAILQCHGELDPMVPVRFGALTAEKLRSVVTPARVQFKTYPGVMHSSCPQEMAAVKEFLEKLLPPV
# LYPLA1 counter = counter-screen for PME1 inhibitors: inhibitors of human LYPLA1; AID 2174; recombinant LYPLA1, FP-Rh probe fluorescence polarization; 320,000 compounds, 0.16% hits; inhibition, % at 5.9 µM; O75608;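 active = inhibition above the mean of all tested compounds plus 3 SD, set per campaign, cut at about 14% in these data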;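 note: inhibitors block serine hydrolase probe labeling of LYPLA1 so polarization falls; 0% = enzyme with DMSO and 100% = wells lacking LYPLA1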
# pPAFAH FP inh = inhibitors of human plasma PAF acetylhydrolase (pPAFAH) | recombinant pPAFAH, FP-rhodamine probe fluorescence polarization | inhibition, % at 3.39 µM | 330,000 compounds, 1.5% hits | AID 463082;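 active = inhibition above the mean inhibition across the screen plus 3 SD, cut at about 25% in these data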;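 note: inhibitors block binding of the rhodamine activity-based probe so polarization drops; 0% = enzyme with DMSO and 100% = wells lacking pPAFAH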
# Target sequence (Q13093 whole entry, looked up): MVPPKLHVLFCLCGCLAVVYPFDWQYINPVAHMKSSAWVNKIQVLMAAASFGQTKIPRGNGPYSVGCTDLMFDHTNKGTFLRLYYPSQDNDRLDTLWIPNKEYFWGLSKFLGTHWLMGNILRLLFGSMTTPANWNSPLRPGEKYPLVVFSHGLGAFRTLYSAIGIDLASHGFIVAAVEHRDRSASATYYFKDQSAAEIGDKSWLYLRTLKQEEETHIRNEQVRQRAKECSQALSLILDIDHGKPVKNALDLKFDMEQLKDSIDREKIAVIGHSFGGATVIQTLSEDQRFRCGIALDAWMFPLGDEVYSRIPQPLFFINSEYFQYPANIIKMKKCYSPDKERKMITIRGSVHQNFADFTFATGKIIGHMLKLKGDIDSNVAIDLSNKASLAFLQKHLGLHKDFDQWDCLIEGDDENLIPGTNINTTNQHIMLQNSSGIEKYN
# * = called active by the depositor; · = no result given.
SMILES,PREPL inhibitor,PAD4 inh,GSTO1 inh,PAFAH2 FP inh,PAFAH1B3 FP inh,PAFAH1B2 inh,LYPLA2 counter,LYPLA1 counter,pPAFAH FP inh
CCOC(=O)c1nnn(CC(=O)Nc2cccc(F)c2)c1C(=O)OCC,-16,-6,-5,-2,0,-2,5,-1,1
O=C(N1CCOCC1)N1CCN(c2ccccc2)CC1,11,-1,10,1,4,0,4,6,1
COc1ccc(C(CNC(=O)Cc2ccccc2F)N2CCCCC2)cc1 (stereo unspecified),15,-3,-2,6,7,1,-4,2,-1
C#CCN(CC=C)C(=O)c1ccc2nc(C3CCCCC3)oc2c1,-3,4,4,2,7,3,-2,-1,-1
CC(=O)c1cccc(CN2CCC(n3nccc3NC(=O)CCOc3ccccc3)CC2)c1,15,-2,3,3,17,0,3,4,0
Fc1ccc(-c2csc(-c3ccccn3)n2)cc1F,6,2,6,1,4,2,0,0,0
CCC(=O)N1CCc2cc(S(=O)(=O)NC(Cc3ccccc3)C(=O)NC3CCCCC3C)ccc21 (stereo unspecified),2,1,10,5,6,3,9,1,3
O=C(CCNC(=O)c1ccccc1Cl)NCCCSc1ccccc1,-7,3,·,5,6,7,4,-1,0
COCCn1c(SCC(=O)Nc2cccc(NC(C)=O)c2)nc2c([nH]c3ccccc32)c1=O,5,-2,5,-5,3,-1,-5,-1,-1
O=S(=O)(Nc1ccccc1N1CCCCC1)c1ccc(Cl)s1,8,0,-1,1,-4,7,-3,-1,8
COc1ccc(OC)c(NC(=O)CN(c2ccc(C)cc2)S(=O)(=O)c2c(C)noc2C)c1,4,-2,1,6,2,5,5,-2,1
COc1ccc(C2c3ccc4ccccc4c3Oc3ncn(CCN4CCOCC4)c(=N)c32)cc1OC (stereo unspecified),46*,0,-4,-1,4,4,-1,-6,5
CCc1c(C(=O)NCc2ccc3c(c2)OCO3)[nH]c(C)c1C(C)=O,3,-1,5,-8,3,3,-6,-5,0
C/C(Cl)=C\Cn1c(=O)c2c(nc3n2CCS3)n(C)c1=O,2,-2,7,-4,7,3,3,3,1
Cc1ccc2oc(=O)c3cc(C(=O)N4CCN(C)CC4)sc3c2c1,11,0,-4,-3,6,3,4,3,4
O=C(Nc1ccc(F)cc1)c1ccc(Cn2cnnn2)cc1,-6,-3,-3,-2,1,-1,4,1,3
O=[N+]([O-])c1ccc(NCCCNS(=O)(=O)c2ccccc2)c(Cl)c1,-39,0,-5,-7,-1,-4,3,-3,4
COCCN1C2=C(COC(C)(C)C2)C(=S)NC1c1ccccc1 (stereo unspecified),-3,-3,1,-7,12,8,1,0,6
CSc1ccc(S(=O)(=O)Nc2c(C)cccc2C)cc1,-3,1,-3,10,6,2,3,0,4
O=C(Cn1c(=O)c2c3c(sc2n(Cc2ccccc2)c1=O)CCCC3)NCCO,0,1,1,1,1,6,9,5,3
CCOc1ccc2nc(N3C(=O)/C(=C/c4ccccc4)NC3=S)sc2c1,12,3,59*,11,16,6,-6,6,2
Cc1ccc(-n2c(N)c(C(=O)NCc3cccnc3)sc2=S)cc1,13,-5,-5,4,6,4,-1,0,-3
CCN(CC)S(=O)(=O)c1ccc(Cl)c(C(=O)NCc2ccco2)c1,-3,0,9,3,10,2,-2,1,3
O=C1CSCC(=O)N1Cc1ccc(Cl)cc1Cl,-13,2,-2,0,4,4,8,2,15
O=C(NC1CCCC1)c1c[nH]c2ccc(F)cc2c1=O,0,1,-7,9,-9,-2,2,2,4
# (further entries)
SMILES,PREPL inhibitor,PAD4 inh,GSTO1 inh,PAFAH2 FP inh,PAFAH1B3 FP inh,PAFAH1B2 inh,LYPLA2 counter,LYPLA1 counter,pPAFAH FP inh
CCC(=O)NC(c1cc(Cl)c2ccccc2c1O)C(C)C (stereo unspecified),1,1,·,7,11,4,3,-2,5
Cn1c(=O)c2c(nc(N3CCCCC3)n2CCNC2=NCCC2)n(C)c1=O,28,-6,-1,3,6,6,-7,-3,-2
O=C(NCCC(=O)N1CCCC(C(F)(F)F)C1)c1ccccc1Cl (stereo unspecified),-2,-3,3,-1,7,5,0,1,1
CCCS(=O)(=O)N1CCCC(C(=O)NCCCN2CCCC2=O)C1 (stereo unspecified),14,-6,-2,-8,3,-1,3,3,-3
COC(=O)Cc1ccc(NC(=S)NNC(=O)C2CC2)cc1,10,-3,4,1,1,0,-1,0,-4
CCN(CC)c1ccc(/C=N/NC(=S)NCc2ccco2)cc1,38,0,7,-2,2,1,-1,2,29*
COc1ccc(-c2[nH]n(-c3ccc([N+](=O)[O-])cc3)c(=O)c2C=NCc2ccc(F)cc2)cc1,1,-1,-4,-9,-11,-4,1,-1,1
O=C(CSc1nc(C2CC2)nc2ccccc12)Nc1ccccc1,-11,3,-15,10,-3,5,-4,-4,0
NC(=O)NC(=O)CSc1nc2sc(-c3ccccc3)cc2c(=O)n1-c1ccccc1,4,-3,0,3,-4,-3,4,1,2
CC(=O)Nc1ccc(S(=O)(=O)Nc2ccc3c(c2)C(=O)OC3)cc1,2,-4,6,·,·,·,2,0,1
COc1ccc(C(=O)NN/C(C)=C/C(=O)C(F)(F)C(F)(F)C(F)(F)F)cc1,-1,0,-4,1,3,-2,-3,-4,4
COc1ccc(S(=O)(=O)Nc2ccccn2)cc1C(=O)Nc1ccccc1,-8,-3,-2,0,5,4,-5,-1,5
CCOc1cc(/C=C2\C(=O)ON=C2C)ccc1OCc1ccccc1,31,1,0,15,-5,5,5,-2,0
CC1CC(C)CN(c2cc(N(C)CCO)c([N+](=O)[O-])c3nonc23)C1 (stereo unspecified),0,-2,15,-3,-2,12,-5,-2,2
CC(=O)Oc1ccc2oc(-c3ccccc3)c(C(N)=O)c2c1,2,-7,-9,·,·,·,-2,4,1
O=C(NC1CCCC1)C(c1ccsc1)N(Cc1ccccc1)C(=O)Cc1cccs1 (stereo unspecified),18,-3,1,1,9,16,0,-1,-4
CCc1cc2c(=O)c(Oc3ccccc3)c(C)oc2cc1O,2,-4,-18,-2,4,4,-5,-1,6
O=C(O)CCCCCNc1nc2ncn(Cc3ccccc3)c2c(=O)[nH]1,0,-3,1,-6,1,1,-7,-2,3
CC(=O)c1ccc(N2CCN(C(=O)c3cc4c(-c5ccccc5F)nn(C)c4s3)CC2)cc1,-34,3,4,2,-4,-2,3,-2,6
CCN(Cc1ccccc1)C(=O)c1oc2ccc(S(=O)(=O)N3CCOCC3)cc2c1C,0,3,-10,8,3,7,7,5,8
C=CCNC(=O)N1CCCC(C(=O)c2cccc(Cl)c2)C1 (stereo unspecified),8,2,3,1,3,0,0,-4,4
Cc1ccc(S(=O)(=O)NC(=O)c2ccccc2C)cc1,5,-1,4,5,-1,-3,6,3,3
COc1ccc(C(=O)Nc2ccccc2C(=O)N/N=C/c2ccccn2)cc1OC,8,6,-3,·,·,·,-8,-4,-3
Cc1ccc(C2CC(C(F)(F)F)n3nc(C(=O)NCc4ccco4)cc3N2)cc1 (stereo unspecified),-48,4,-4,-2,2,1,-6,-2,7
Fc1ccc(NC(=S)NC2CCCCC2)c(F)c1F,-2,5,0,2,7,7,7,1,2
# The listing continues:
SMILES,PREPL inhibitor,PAD4 inh,GSTO1 inh,PAFAH2 FP inh,PAFAH1B3 FP inh,PAFAH1B2 inh,LYPLA2 counter,LYPLA1 counter,pPAFAH FP inh
CC(C)(C)NC(=O)NC(=O)COc1ccc(Br)cc1Br,2,6,-4,3,-1,7,-1,-2,-1
COCCCn1c(SCC(=O)NC2CCCC2)nnc1-c1ccco1,9,1,4,12,1,-3,-1,1,3
[O-]C1=N/[N+](=C/c2ccc(Cl)cc2)CC1,4,-3,2,2,6,0,3,-1,5
Cc1cccc(C(=O)N/C(=C\c2ccc(C)o2)C(=O)O)c1,-7,-7,-3,8,4,5,0,1,1
CC(=O)NC(c1ccc(C(C)C)cc1)c1c(O)ccc2ccccc12 (stereo unspecified),0,-2,-7,·,·,·,-3,-3,-41
CCN1CCN(C(=O)/C=C/c2ccc(OC)c(OC)c2)CC1,7,-5,3,3,8,9,3,4,7
COC(=O)c1ccc(C2NC(=O)c3ccccc3O2)cc1 (stereo unspecified),1,-5,7,-7,6,-1,-2,-7,4
COc1cc(NC(=O)CSc2nc(C)c(C)c(C)n2)c(C)cc1[N+](=O)[O-],0,-3,0,3,3,-2,3,4,2
CC[C@@H]1CC=C[C@H]2[C@H]1C(=O)N(Cc1ccccc1)[C@H]2c1ccc(OC)c(Cl)c1,-5,3,2,-1,-5,2,-1,2,-2
Cc1cc(C)cc(NC(=O)Cn2nnc(C(=O)NCCc3ccccc3)c2N)c1,-8,-5,-8,-20,-13,-11,-36,-17,-2
CCOC(=O)C1(CCOc2ccccc2)CCN(Cc2nccn2CC)CC1,-17,0,1,1,3,1,5,1,3
COc1cc(C(=O)NCc2nnc(SCC(=O)N3CCCCCC3)o2)cc(OC)c1OC,2,-4,-8,0,6,5,1,5,-2
CCOC(=O)N1CCN(C(=O)CSc2ccc3nnc(CCNC(=O)c4ccccc4)n3n2)CC1,0,2,1,1,9,6,2,-1,3
CCOC(=O)c1ccc(Cl)c(S(=O)(=O)N2CCCC2)c1,22,-8,11,-3,4,2,-4,1,-1

# Not all compounds are listed. The share of hits here may be higher or lower than overall.
